# ABCB6 inh MLPCN: blocks the human ABCB6 transporter. fluorescence ratio to DMSO, % at 10 µM. AID 602162. 360,000 compounds, 0.19% hits. Q9NP58. K562-ABCB6 porphyrin accumulation, flow cytometry, 1 h; stronger effect = lower value;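 active = fluorescence ratio to DMSO below 75%, the collection mean minus 3 SD; inconclusive = too few cells collected in the well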;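 also: signal is porphyrin accumulated inside mitochondria; 100% equals median channel fluorescence of DMSO control wells; lower ratio means ABCB6 inhibition with less porphyrin fluorescence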
# H9c2 protect: protects H9c2 cardiomyocytes from peroxide injury; AID 588492; 360,000 compounds, 0.63% hits; protection from H2O2 cell death, % at 20 µM; H2O2 injury protection, ATPLite, 2 h;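 active = compounds giving at least 50% protection of heart cells from peroxide-induced death in the single-dose screen, raw or plate-pattern-corrected value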;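 also: 0% = DMSO wells with peroxide and 100% = DMSO wells without peroxide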
# MC4R ag barr: activates human MC4R beta-arrestin recruitment | P32245 | U2OS MC4R beta-arrestin complementation, luminescence; percent of melanotan II response, DMSO zero | activation, % at 8.9 µM | 360,000 compounds, 0.98% hits | AID 540308;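 active = activation above a per-plate cutoff, the mean activation of sample wells on that plate plus 3 SD, cut at about 8% in these data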
# Target sequence (P32245 whole entry, looked up): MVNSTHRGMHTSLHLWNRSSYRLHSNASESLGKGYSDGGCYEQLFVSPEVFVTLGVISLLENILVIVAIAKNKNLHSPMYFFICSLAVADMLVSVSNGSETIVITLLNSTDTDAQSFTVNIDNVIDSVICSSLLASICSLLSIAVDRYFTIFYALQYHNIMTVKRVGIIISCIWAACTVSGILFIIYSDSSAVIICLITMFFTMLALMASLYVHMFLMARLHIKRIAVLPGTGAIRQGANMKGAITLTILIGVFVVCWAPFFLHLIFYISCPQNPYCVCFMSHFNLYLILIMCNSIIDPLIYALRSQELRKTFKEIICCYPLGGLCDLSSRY
# CaV13 FRET inh: Primary screen for inhibitors of IQ motif and Ca2+-dependent inactivation inhibitor domain binding in CACNA1D, Förster resonance energy transfer in living cells, …. HEK cells, CFP/YFP FRET ICDI-IQ, plate reader, 10 min; percent FRET-ratio fall versus neutral wells. inhibition, % at 12.3 µM. 340,000 compounds, 0.098% hits;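 active = mean replicate inhibition of at least 30% and at least 1% of replicates passing that level; inconclusive = only one of the two criteria is met; inactive = neither criterion is met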;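 also: 0% = median of the neutral control wells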
# PDI turbidity: PDI (human) enzyme inhibition | P07237 | PDI insulin aggregation turbidity, A650, 90 min | inhibition, % at 10 µM | 350,000 compounds, 0.052% hits | AID 588391;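 active = mean inhibition across replicates of 30% or more, whatever share of single replicates reach that level; inconclusive = mean inhibition below 30% while every single replicate reaches 30%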;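 also: absorbance from insulin aggregation driven by PDI reduction with DTT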
# MC4R antag cAMP: blocks human MC4R cAMP signaling. inhibition, % at 6.5 µM. P32245. MC4R-expressing cells, MTII-stimulated cAMP, LANCE TR-FRET. 360,000 compounds, 0.48% hits;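 active = inhibition above its plate's cutoff, the mean of tested wells on that plate plus 3 SD, cut at about 29% in these data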;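 also: 0% = Melanotan II alone and 100% = Melanotan II plus saturating MCL0020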
#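 Test system: U2OS cells stably expressing human melanocortin 4 receptor (MC4R); also added: Melanotan II challenge; compound: 6.5 µM single dose; timing: 30-min compound preincubation, 1-h Melanotan II challenge, 1-h detection, room temperature; signal: Eu-cAMP/anti-cAMP TR-FRET, emission 671 nm; repeats: one well per compound, no replicates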
# Exocytosis inh: lytic granule exocytosis inhibition | inhibition, % at 10 µM | 360,000 compounds, 0.66% hits | TALL-104 LAMP-1 surface exposure, flow cytometry; cells stimulated with thapsigargin and PMA;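 active = inhibition above about 55%, limit read from the data; inconclusive = no clear call, values can overlap the other calls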
# Glyco luc inh: blocks N-linked glycosylation in D54 reporter cells. D54 ERlucT glycosylation luciferase reporter, 24 h; percent of 100 nM tunicamycin response. reporter increase, % at 12.5 µM. 360,000 compounds, 0.23% hits;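 active = mean luciferase reporter signal, scaled so untreated is 0 and the glycosylation-blocking control 100, at or above a set limit in every replicate; inconclusive = mean reaches the limit but not every replicate does; inactive = mean below the limit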;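 also: luciferase carries N-glycosylation sites so blocking glycosylation raises the light; 0% = median of neutral control wells and 100% = median of 100 nM tunicamycin wells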
# HTR2A ag: mouse HTR2A agonism via beta-arrestin recruitment | P35363 | AID 624169 | activation, % at 7.6 µM | 360,000 compounds, 0.66% hits | CHO-K1 mHTR2A beta-arrestin complementation, luminescence; percent of 30 µM serotonin response;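 active = activation above a run cutoff, the mean activation of all tested compounds plus 3 SD, cut at about 14% in these data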;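 also: 0% = plate median of compound wells and 100% = 30 µM serotonin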
# Target sequence (P35363 whole entry, looked up): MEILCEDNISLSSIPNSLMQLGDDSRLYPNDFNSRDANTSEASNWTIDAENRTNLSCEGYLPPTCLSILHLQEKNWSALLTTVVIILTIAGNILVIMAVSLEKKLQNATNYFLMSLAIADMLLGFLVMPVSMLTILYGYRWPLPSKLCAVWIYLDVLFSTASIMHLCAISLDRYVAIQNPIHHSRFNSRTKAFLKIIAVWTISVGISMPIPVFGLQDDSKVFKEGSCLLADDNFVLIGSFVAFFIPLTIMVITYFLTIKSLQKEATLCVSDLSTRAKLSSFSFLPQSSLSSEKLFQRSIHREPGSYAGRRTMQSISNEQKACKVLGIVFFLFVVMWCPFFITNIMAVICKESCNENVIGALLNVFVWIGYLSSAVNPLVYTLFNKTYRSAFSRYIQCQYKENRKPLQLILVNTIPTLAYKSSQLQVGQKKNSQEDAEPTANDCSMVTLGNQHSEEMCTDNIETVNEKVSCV
# ABHD5 PLIN5 PPI: inhibitors of human ABHD5-perilipin-5 interaction. Split G. princeps luciferase complementation, luminescence, 4 h. inhibition, % at 4 µM. 360,000 compounds, 0.78% hits;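 active = inhibition above the mean inhibition across every tested compound plus 3 SD, cut at about 22% in these data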;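 also: 0% = DMSO only wells and the 100% control is not disclosed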
# The depositor's hits bear a star; ? = inconclusive; . = no result given.
# Below each compound: ABCB6 inh MLPCN, H9c2 protect, MC4R ag barr, CaV13 FRET inh, PDI turbidity, MC4R antag cAMP, Exocytosis inh, Glyco luc inh, HTR2A ag, ABHD5 PLIN5 PPI
- Cc1cccc(NC(=O)c2cc(-c3cc(C)c(C)cc3O)n[nH]2)c1
    94.0, 0.0, 5.8, -3.0, -7.4, 2.1, 19.9, -1.7, 2.4, -6.8
- O=C(NCCCn1ccnc1)c1ccc(S(=O)(=O)Nc2ccccc2)cc1
    99.0, -3.4, -1.9, 8.7, 0.9, 1.1, 1.2, -0.6, -4.3, -1.8
- CC1Cc2nc(SCC(N)=O)n(Cc3ccccc3)c(=O)c2S1 (configuration not stated)
    101.0, 0.1, -0.8, -8.2, 1.1, 4.3, -1.3, 1.9, -1.5, 6.0
- CC1CCCCC1NC(=O)Cn1nnc(-c2ccc(Cl)cc2)n1 (configuration not stated)
    101.0, 2.8, 2.4, -10.2, -0.2, -4.9, 0.9, -1.7, 1.6, 8.9
- O=C1c2ccccc2-c2c1cccc2C(=O)N1CCCCCC1
    105.0, 3.8, 1.3, -2.9, -4.8, 13.4, 1.8, 2.4, 4.4, 8.4
- N#C/C(=C\c1coc2ccccc2c1=O)C(N)=S
    105.0, -16.6, -1.9, -3.4, 0.7, 10.4, 4.7, 1.3, 3.5, -6.4
- CCOC(=O)c1sc(NC(=O)c2cccnc2)c(C#N)c1C
    93.0, 7.7, 2.0, -5.3, -11.1, 2.4, -0.7, 0.8, 0.0, 3.7
- Cc1ccc(Cl)cc1NC(=O)c1ccc(NC(=O)CCC(=O)O)cc1
    97.0, 5.7, -1.8, -2.8, 0.8, 8.8, -0.2, -0.7, 1.1, 1.1
- CCC1CCCCN1C(=O)c1cc(COc2ccc3ncccc3c2)on1 (configuration not stated)
    90.0, -23.1, -1.6, 4.9, 4.4, 14.1, 4.3, -1.4, 6.0, 3.0
- CCOC(=O)c1sc2nc3c(cc2c1N)COC(C(C)C)C3 (configuration not stated)
    92.0, -5.2, -0.6, -3.5, 8.4, 0.8, -2.3, -20.1, -2.6, -4.5
- Cc1ccc(N(CC(=O)NC(C)(C)C)C(=O)CNC(=O)c2cccs2)c(C)c1
    92.0, 8.0, -1.7, -6.5, -10.3, 1.6, -0.5, -1.7, -1.1, -2.9
- Clc1ccccc1CSc1nnc(/C=C/c2ccccc2)o1
    93.0, -0.2, -0.1, -0.7, -13.5, -1.6, -1.2, 2.2, 5.4, -11.3
- O=C(OC1CCOC1=O)c1ccc(S(=O)(=O)N2CCCCCC2)cc1 (configuration not stated)
    99.0, 8.9, -2.0, -3.5, -11.6, 10.2, 3.6, 1.2, 2.3, -0.2
- Cc1ccc(NC(=O)CCC(=O)NNC(=S)Nc2ccccc2)c(C)c1
    102.0, -2.4, -0.7, -17.9, -0.6, 13.7, -2.5, 2.9, 1.3, -4.3
- O=C(OCC(=O)c1ccco1)c1ccc2ncsc2c1
    99.0, 8.4, 0.8, -4.3, 2.1, 1.1, -4.3, 0.1, 3.5, -7.9

# Results in Exocytosis inh and MC4R antag cAMP, for 5 of the compounds above:
Molecule	Exocytosis inh	MC4R antag cAMP
Cc1ccc(N(CC(=O)NC(C)(C)C)C(=O)CNC(=O)c2cccs2)c(C)c1	-0.5	1.6
N#C/C(=C\c1coc2ccccc2c1=O)C(N)=S	4.7	10.4
O=C(OC1CCOC1=O)c1ccc(S(=O)(=O)N2CCCCCC2)cc1 (configuration not stated)	3.6	10.2
O=C1c2ccccc2-c2c1cccc2C(=O)N1CCCCCC1	1.8	13.4
CCC1CCCCN1C(=O)c1cc(COc2ccc3ncccc3c2)on1 (configuration not stated)	4.3	14.1

# Later entries:
# Below each compound: ABCB6 inh MLPCN, H9c2 protect, MC4R ag barr, CaV13 FRET inh, PDI turbidity, MC4R antag cAMP, Exocytosis inh, Glyco luc inh, HTR2A ag, ABHD5 PLIN5 PPI
- COCOCCn1cc(CN2CCS(=O)(=O)N(Cc3ccc(-c4ccccc4)cc3)C(C(C)C)C2=O)nn1 (configuration not stated)
    101.0, -8.7, 0.5, -5.4, 24.3, 3.0, 5.3, 0.5, 2.7, 3.1
- Cc1cccc(NC(=O)c2sc3nc(N4CCOCC4)c4c(c3c2N)CCCC4)c1
    92.0, 0.6, -0.3, -5.7, -4.2, 2.4, 1.9, -2.8, 4.5, 4.0
- Cc1cc(C)c2c(n1)sc1c(=O)n(Cc3ccccc3Cl)nnc12
    101.0, -2.6, -1.3, -7.4, 8.2, -2.5, 0.1, -0.2, 1.2, -4.8
- CC(=O)Nc1cc(-c2cccc(F)c2)cn2c(-c3ccc(F)cc3)cnc12
    101.0, 2.5, 39.8*, -10.9, -0.6, 3.1, -4.1, -0.1, -9.6, -2.3
- Cc1ccc(CS(=O)(=O)c2nc3c(c(N(C)C)n2)CCCC3)cc1
    103.0, -6.1, -2.3, -4.4, 9.2, 4.6, 0.7, -12.8, -1.0, 5.0
- CC(=O)CCn1cnc([N+](=O)[O-])n1
    109.0, 0.8, 0.6, -5.1, -4.9, 24.1, -2.4, 1.8, -1.0, -5.5
- CC(C)(C)c1ccc(OCC(O)CN2CCc3ccccc3C2)cc1 (configuration not stated)
    95.0, -18.9, 5.2, -0.8, 2.1, 4.7, 4.3, 1.6, -5.8, -6.5
- O=C1Nc2ccccc2C1C(C[N+](=O)[O-])c1ccccn1 (configuration not stated)
    91.0, 7.5, -0.7, -16.2, -8.0, 1.4, 17.7, -0.4, -1.0, -0.1
- COc1cccc(-c2nn(-c3ccccc3)cc2CNC(C)Cn2cncn2)c1 (configuration not stated)
    97.0, 11.3, -0.5, -3.9, -13.7, 1.3, -4.2, 2.4, -5.6, 6.8
- Cc1cc(C)cc(-n2ccn(CC(=O)NCCc3ccccc3)c(=O)c2=O)c1
    109.0, 2.3, 1.1, -13.4, 1.0, 6.9, ?, 4.4, 2.0, -5.4
- Cc1csc(NC(=O)c2ccc(OCC3CCCO3)cc2)n1 (configuration not stated)
    102.0, -16.5, -1.5, -2.0, -3.0, 8.8, 2.0, -12.8, 2.5, 1.1
- O=C(NN1C(=O)NC2(CCCCC2)C1=O)c1cc(F)cc(F)c1
    93.0, 0.8, -3.3, -14.1, -3.6, 4.2, 1.1, 1.2, 5.9, -4.8
- c1ccc2cc(OCc3nc4ccccc4[nH]3)ccc2c1
    98.0, -15.0, -2.8, ., -1.6, 17.0, 2.8, -7.5, -1.3, 5.1
- COCCNC(=O)/C(C#N)=C1\N=C(NC(=O)c2cccs2)c2ccccc21
    98.0, 23.9, 1.8, -13.3, 9.7, -4.2, 3.4, 1.7, -0.6, -4.0
- COC(=O)C1=C(C)N(CCc2c[nH]c3ccccc23)C(=O)/C1=C\N(C)C
    93.0, 14.1, 1.4, -5.9, -2.7, 5.2, 0.6, 1.3, 1.4, 16.1

# 3 compounds out of the list above, arranged by the value under ABHD5 PLIN5 PPI, low to high:
compound | ABHD5 PLIN5 PPI
Cc1cccc(NC(=O)c2cc(-c3cc(C)c(C)cc3O)n[nH]2)c1 | -6.8
COCCNC(=O)/C(C#N)=C1\N=C(NC(=O)c2cccs2)c2ccccc21 | -4.0
Cc1ccc(N(CC(=O)NC(C)(C)C)C(=O)CNC(=O)c2cccs2)c(C)c1 | -2.9

# The list continues.
# Below each compound: ABCB6 inh MLPCN, H9c2 protect, MC4R ag barr, CaV13 FRET inh, PDI turbidity, MC4R antag cAMP, Exocytosis inh, Glyco luc inh, HTR2A ag, ABHD5 PLIN5 PPI
- CCc1ccc(NC(=O)CN(c2ccccc2)S(=O)(=O)N(C)C)cc1
    90.0, -4.1, -0.5, -6.7, -0.5, 4.3, 1.0, -0.3, -4.6, -0.7
- COc1ccccc1Oc1ccc(S(=O)(=O)N2CCCCC2C)cc1 (configuration not stated)
    91.0, -10.5, 1.7, -4.2, -4.3, 1.4, 18.6, 1.7, 4.7, -9.3
- CCn1ccc(C(=O)NCCCN2CCCC2=O)n1
    98.0, 0.0, -3.2, -10.1, -12.6, -0.6, 0.1, 1.1, -2.8, -2.3
- CCOC(=O)C1CCN(C(=O)COC(=O)CNS(=O)(=O)c2ccc(SC)c([N+](=O)[O-])c2)CC1
    97.0, 6.5, -1.0, -1.2, 0.2, 17.4, 12.4, 3.2, 5.9, -5.8
- O=C(NNc1cccc(Cl)n1)c1c(Cl)cccc1Cl
    85.0, 5.3, 1.1, -5.3, -0.4, 6.9, -2.3, 3.6, -0.8, 0.4
- Nc1ncnc2c1ncn2C1CCC(CO)C(O)C1 (configuration not stated)
    97.0, -2.3, 0.6, -10.2, -5.8, -6.3, -1.7, 1.9, 3.0, 1.8
- Cc1ccc(C(=O)c2c(NC(=O)c3ccccc3C)sc(C)c2C)cc1
    92.0, -6.6, -2.7, -3.8, -7.3, 6.0, 19.0, -3.6, -4.8, -10.4
- O=C(O)c1cc(-c2ccccc2Cl)n(-c2cccc(Cl)c2)n1
    109.0, 0.8, 0.1, -4.9, -4.7, -3.6, 7.9, 1.1, 0.7, -9.4
- COc1ccccc1N1C(=O)CC(N2CCc3ccccc32)C1=O (configuration not stated)
    103.0, 6.3, -1.6, -5.4, -1.9, 2.5, -0.4, 0.5, -1.6, 6.3
- CC(C)[C@H](NC(=O)c1ccc([N+](=O)[O-])cc1Cl)C(=O)N1CCN(C/C=C/c2ccccc2)CC1
    95.0, -2.4, -0.9, -5.6, 0.6, 2.8, -4.5, 4.6, -3.7, 7.5
- C=CCn1c(=O)/c(=C/c2ccsc2)s/c1=C(\C#N)C(=O)NCCN1CCOCC1
    101.0, 18.7, -0.2, -6.3, -6.7, -2.7, -1.7, 3.1, -3.5, 0.1
- CCC(=O)N(Cc1cc2cccc(C)c2[nH]c1=O)c1ccccc1OC
    99.0, -2.4, -0.7, -9.2, 0.7, 5.9, -1.1, 1.4, -0.9, 2.8
- CCc1ccc(N2C=C(C(=O)OC)C(c3ccccc3F)C(C#N)=C2N)cc1 (configuration not stated)
    ., ., ., -8.3, ., ., -7.8, ., -4.3, -3.1
